CXCR6 inh = inhibitors of human CXCR6 receptor. O00574. CHO-K1 PathHunter CXCR6 beta-arrestin, luminescence. inhibition, % at 20 µM. 360,000 tested, 0.36% active; in the data active = inhibition above about 34%, passing the limit was not always enough;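 note: antagonist mode with CXCL16 agonist at 10 nM final; 0% = 10 nM CXCL16 with DMSO and 100% = unstimulated wells without agonist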
Target sequence (O00574 whole entry, looked up): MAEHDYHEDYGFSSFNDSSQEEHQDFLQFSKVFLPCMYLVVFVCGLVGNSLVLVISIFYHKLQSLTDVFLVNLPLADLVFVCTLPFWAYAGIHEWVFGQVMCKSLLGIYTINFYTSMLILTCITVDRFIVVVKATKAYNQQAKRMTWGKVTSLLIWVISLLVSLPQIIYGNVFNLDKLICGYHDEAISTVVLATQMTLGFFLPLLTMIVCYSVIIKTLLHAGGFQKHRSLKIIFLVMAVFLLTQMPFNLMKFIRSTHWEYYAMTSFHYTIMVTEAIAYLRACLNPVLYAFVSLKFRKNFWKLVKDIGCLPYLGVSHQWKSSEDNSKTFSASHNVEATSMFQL
APJ agonist = APJ receptor agonism. P35414. CHO-K1 APJ PathHunter beta-arrestin, luminescence; 0% DMSO wells, 100% apelin. activation, % at 20 µM. 330,000 tested, 0.11% active. AID 2520;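 active = activation more than six SD over the plate average, tested at 20 µM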;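 note: 0% = DMSO alone and 100% = apelin-13 at 10 nM; some results filed as inactive read as strong as hits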
Target sequence (P35414 whole entry, looked up): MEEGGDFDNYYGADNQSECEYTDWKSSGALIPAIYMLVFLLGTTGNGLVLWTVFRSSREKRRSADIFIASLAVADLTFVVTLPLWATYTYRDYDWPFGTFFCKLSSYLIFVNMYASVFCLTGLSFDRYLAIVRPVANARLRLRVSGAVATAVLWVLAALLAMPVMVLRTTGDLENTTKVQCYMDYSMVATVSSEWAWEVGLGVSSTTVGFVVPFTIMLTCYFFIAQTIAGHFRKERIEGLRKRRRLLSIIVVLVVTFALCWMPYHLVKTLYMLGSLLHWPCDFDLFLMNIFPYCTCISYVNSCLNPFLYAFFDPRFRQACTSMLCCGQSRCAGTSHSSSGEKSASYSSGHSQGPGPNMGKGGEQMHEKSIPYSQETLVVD
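assay system = CHO-K1 APJ beta-arrestin complementation cell line | input = cell density 1000 per well | dosing = compound 20 µM once, DMSO 1% | timing = compound 90 min 25 °C, reagent 1 h | measured by = luminescence from split beta-galactosidase complementation, Galacton Star/Emerald II substrate | read-out basis = APJ agonist activity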
CCR6 antag = antagonists of human CCR6 receptor; P51684; CHO-K1 CCR6 PathHunter beta-arrestin, luminescence, CCL20-stimulated; inhibition, % at 20 µM; 340,000 tested, 0.49% active;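 active = compounds whose inhibition of the agonist-driven luminescence signal at 20 µM reaches about 50%, limit read from the data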;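 note: cells stimulated with CCL20 at 14 nM final; plate controls were DMSO with CCL20 for no effect and DMSO without agonist for full effect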
EBI2 block = EBI2 (human) antagonism; P32249; EBI2 beta-arrestin recruitment, luminescence, 7a,25-OHC stimulated; inhibition, % at 5 µM; 360,000 tested, 0.81% active; AID 651636; in the data active = inhibition above about 38%;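 note: enzyme fragment complementation signal reports receptor beta-arrestin coupling in cells; 0% = agonist plus DMSO wells and 100% = wells without agonist; some results beyond the cut were filed as inactive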
UPR CHOP act = activators of apoptotic arm of unfolded protein response (CHOP) | CHO-CHOP luciferase reporter, UPR activation, luminescence; percent of tunicamycin response over DMSO baseline | activation, % at 10 µM | AID 449763 | 330,000 tested, 0.34% active;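 active = at 10 µM dose, activation of 40% or more, normalized to positive control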;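 note: 100% = tunicamycin at 10 µg/mL and 0% = DMSO alone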
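System: CHO CHOP reporter cells. Amount: 500 cells per well. Buffer or medium: F12 medium, 10% FBS. Compound dosing: one dose, 10 µM in 0.5% DMSO. Incubation: 6 h compound exposure at 37 °C after overnight seeding. Technique: Steady-Glo luciferase luminescence. Benchmarks: tunicamycin and DMSO controls.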
APJ antag = APJ receptor antagonism; inhibition, % at 20 µM; CHO-K1 APJ beta-arrestin complementation, luminescence; P35414; AID 2521; 330,000 tested, 0.32% active;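 active = inhibition above about 40% at 20 µM, limit read from the data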;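 note: cells challenged with 10 nM apelin-13 agonist together with compound; plate controls were apelin-13 plus DMSO wells for no effect and DMSO wells lacking apelin-13 for full effect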
tim23-1 inh = tim23-1 yeast growth inhibition. S. cerevisiae tim23-1 growth, BacTiter-Glo luminescence, 24 h. inhibition, % at 20 µM. 330,000 tested, 1.3% active;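 active = growth inhibition of the mutant yeast at or above 50%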;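 note: temperature-sensitive mutant grown at 25 °C; plate controls were DMSO-treated mutant yeast for no effect and medium wells lacking yeast for full effect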
Mdm2-MdmX inh = disrupts the human Mdm2-MdmX interaction; O15151+Q00987; SaOS-2 split-luciferase Mdm2/MdmX complementation, luminescence; inhibition, % at 8 µM; 330,000 tested, 3% active; AID 485346;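 active = inhibition of at least 50% at 8 µM in the primary screen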
XBP1 UPR activ = activators of adaptive arm of unfolded protein response (XBP1) | CHO-XBP1 luciferase reporter, IRE1-XBP1 UPR activation, luminescence; percent of tunicamycin response, DMSO as zero | activation, % at 20 µM | 330,000 tested, 0.33% active;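 active = versus positive control, 20 µM dose yields 30% or more activation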;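 note: 100% = tunicamycin at 10 µg/mL and 0% = DMSO only wells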
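incubation = overnight seeding at 37 °C, 6 h compound treatment at 37 °C | assay system = CHO-XBP1 cells stably carrying IRE1-XBP1-driven luciferase reporter | input = 1000 cells per well | detection = luciferase luminescence | dosing = single point, 20 µM final compound, 1% DMSO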
Numbers without * were called inactive. An excerpt. The share of hits here may be higher or lower than overall.

Compound	CXCR6 inh	APJ agonist	CCR6 antag	EBI2 block	UPR CHOP act	APJ antag	tim23-1 inh	Mdm2-MdmX inh	XBP1 UPR activ
N#Cc1nc(-c2cccs2)oc1NCc1ccccc1Cl	5.5	2.5	13.7	13.8	3.8	9.6	55.6*	26.5	1.3
C/C(=N/NC(=O)CN1CCN(Cc2ccccc2Cl)CC1)c1cccs1	1.4	-2.1	-9.5	-11.0	-1.3	-10.7	4.5	-6.7	-1.6
O=c1c2ccccc2nc2n1C(CSc1ccc(Cl)cc1)CN2 (configuration not stated)	-3.7	-1.1	-17.2	5.6	1.7	10.5	4.3	1.3	-3.2
NC(=O)c1ccc(NC(=O)CCNC(=O)c2ccco2)cc1	-2.2	-2.5	9.8	-5.0	-1.5	6.0	-1.3	7.0	-1.5
COc1cccc(-c2noc(-c3cccnc3)n2)c1	7.1	-2.5	5.3	-2.1	2.2	7.8	10.9	-144.6	4.0
Cn1c(Nc2ccccc2)cc(=O)n(C)c1=O	-2.5	-0.4	6.8	-5.8	-1.2	4.5	6.9	-4.2	-2.5
CCOc1ccc(N(CC(=O)Nc2c(C)n(C)n(-c3ccccc3)c2=O)S(=O)(=O)c2ccc(F)cc2)cc1	14.5	-3.5	6.2	3.7	0.4	11.4	-7.1	-1.1	-2.2
CCOC(=O)c1nncc(-c2ccccc2)n1	-4.1	-4.1	5.4	-6.2	-0.1	6.6	-4.2	8.3	-1.6
CCOc1cc(N2CCOCC2)c(OCC)cc1NC(=O)Cn1cnc2c(=O)n(C)c(=O)n(C)c21	-6.9	-2.6	18.9	-3.1	-1.6	5.9	4.0	10.1	-4.5
C/C(=N\N1CCN(c2ccc(Cl)cc2)CC1)c1cccc([N+](=O)[O-])c1	-10.9	-2.6	4.9	2.7	-0.7	13.4	8.0	9.9	-0.4
CCOC(=O)C1CCN(C(=O)C(C)c2ccc([N+](=O)[O-])cc2)CC1 (configuration not stated)	4.3	0.8	16.0	-3.2	-2.2	8.2	16.8	14.1	-3.1
Cc1ccc(O)c(NC(=O)c2cc(C)no2)c1	-4.8	-2.3	5.3	-5.3	2.4	-11.0	4.3	0.5	1.5
CCc1ccc(NC(=O)C2C3C=CC(C4CC34)C2C(=O)O)cc1 (configuration not stated)	-3.0	2.8	-11.6	-1.8	5.4	2.5	20.3	6.3	0.8
COC(=O)c1ccc(COC(=O)CNC(=O)c2ccc(-c3ccccc3)cc2)cc1	3.0	-4.0	12.1	9.3	1.0	9.5	7.1	3.5	-1.1
O=C(NC(=S)Nc1ccc2c(c1)OCCO2)c1cccc(Br)c1	11.4	-4.2	37.1	14.7	8.7	18.4	51.5*	-160.0	1.9
Cc1cccc(/C=C/c2onc(C)c2S(=O)(=O)N2CCC(C(=O)N3CCC(C)CC3)CC2)c1	20.2	-2.1	8.4	-0.2	-0.4	22.0	17.7	52.0*	3.2
C/C(CC(=O)NCc1ccccc1)=N\NC(N)=S	-1.8	-2.7	-8.0	2.1	0.5	10.0	4.6	2.1	-1.5
O=C(CSc1nnnn1C1CC1)Nc1cccc(S(=O)(=O)N2CCCC2)c1	-1.7	-4.3	11.1	-3.3	0.9	-9.5	5.5	20.3	0.7
Cc1cc(C)n2cc(CSc3nnnn3C)nc2n1	-2.2	-1.4	-0.1	-1.4	-2.6	-2.0	6.5	-0.4	0.4
COCC(=O)Nc1ccc(S(=O)(=O)NCCc2ccccc2)cc1	0.2	-2.4	-17.4	-4.7	-2.9	13.0	-2.8	7.9	0.8
Cc1cc(NC(=O)CCCSc2nc(-c3ccco3)cc(C(F)(F)F)n2)no1	11.9	-0.1	2.9	-4.3	-1.9	8.6	3.3	10.7	2.0
Cc1cc(NC(=O)CSc2ccc3nnc(CCNC(=O)c4ccccc4)n3n2)no1	-10.0	-2.9	4.2	-1.9	1.3	7.8	-12.2	22.1	-1.5
COCC(C)NCc1cc(Br)ccc1OC (configuration not stated)	2.6	-4.2	9.4	-11.2	-0.1	3.9	-2.8	14.9	0.7
Cc1ccc2nc(C)c(C(=O)NN=C3CCN(C)CC3)n2c1	-15.8	5.5	-2.7	-6.7	0.3	-26.7	-2.6	11.8	-0.3
Cc1ccc(C)c(NS(=O)(=O)c2ccc3[nH]c(=O)oc3c2)c1	-2.9	-0.6	8.2	-1.5	-1.9	5.9	9.3	9.7	-3.1
COc1ccc(OCCOc2ccc(S(=O)(=O)N3CCCC3)cc2[N+](=O)[O-])cc1	9.3	-0.9	12.5	11.9	2.1	10.5	27.2	-7.5	-2.0
CCOc1ccc(C(C(=O)NC(C)(C)C)N(CCOC)C(=O)CCC(=O)Nc2nccs2)cc1 (configuration not stated)	3.5	1.8	7.2	-7.8	1.4	8.2	8.3	-20.5	4.3
COc1ccc(NC(=O)c2cccc3ccccc23)cc1	-4.0	0.7	-2.4	3.2	5.6	3.4	2.3	29.6	-3.8
Oc1cccc(C(O)CNCc2ccc(-c3ccccc3)cc2)c1 (configuration not stated)	-5.7	-1.7	-15.8	-14.8	2.5	-16.6	-23.6	35.4	1.8
COc1cccc(CN2CCN(C(=S)NCc3ccc(Cl)cc3)CC2)c1	-8.9	-3.9	21.2	9.4	0.8	-5.4	32.4	-10.6	-5.5

The closing five compounds of the part above open the next one:
Compound	CXCR6 inh	APJ agonist	CCR6 antag	EBI2 block	UPR CHOP act	APJ antag	tim23-1 inh	Mdm2-MdmX inh	XBP1 UPR activ
COc1ccc(OCCOc2ccc(S(=O)(=O)N3CCCC3)cc2[N+](=O)[O-])cc1	9.3	-0.9	12.5	11.9	2.1	10.5	27.2	-7.5	-2.0
CCOc1ccc(C(C(=O)NC(C)(C)C)N(CCOC)C(=O)CCC(=O)Nc2nccs2)cc1 (configuration not stated)	3.5	1.8	7.2	-7.8	1.4	8.2	8.3	-20.5	4.3
COc1ccc(NC(=O)c2cccc3ccccc23)cc1	-4.0	0.7	-2.4	3.2	5.6	3.4	2.3	29.6	-3.8
Oc1cccc(C(O)CNCc2ccc(-c3ccccc3)cc2)c1 (configuration not stated)	-5.7	-1.7	-15.8	-14.8	2.5	-16.6	-23.6	35.4	1.8
COc1cccc(CN2CCN(C(=S)NCc3ccc(Cl)cc3)CC2)c1	-8.9	-3.9	21.2	9.4	0.8	-5.4	32.4	-10.6	-5.5
CC1CN(CCCCOc2cccc(Oc3ccccc3)c2)CC(C)O1 (configuration not stated)	5.1	-1.9	17.1	6.2	-0.2	-15.2	-42.3	9.5	-1.7
COc1ccc(COCC(O)CN(Cc2ccccc2)C(C)C)cc1OC (configuration not stated)	4.6	-2.2	13.4	-3.0	1.7	10.0	12.7	-11.6	-1.8
COc1ccc(N2C(=O)CC(NCC#N)C2=O)cc1 (configuration not stated)	8.6	-2.5	-1.8	-10.9	0.8	15.4	9.2	-2.6	-2.5
CCc1ccc(N(C(=O)c2csnn2)C(C(=O)NC(C)(C)C)c2ccccn2)cc1 (configuration not stated)	1.2	-2.1	17.6	-1.5	3.1	15.0	9.3	-9.9	-1.6
CCN1CCN(C(=O)c2ccc(OCC(=O)Nc3ccc(F)cc3)c(OC)c2)CC1	0.5	-2.2	0.2	-5.2	0.0	15.6	6.6	8.4	-2.4
Cc1noc(C)c1COc1ccc(C(=O)OCC(=O)Nc2ccc(C(=O)N(C)C)cc2)cc1	-4.5	5.5	6.0	0.2	-0.8	9.5	-5.7	17.4	3.1
CC(=O)C(c1ccccc1)C(c1ccccc1)C(C)[N+](=O)[O-] (configuration not stated)	-1.2	-1.6	7.3	8.1	-2.4	13.7	-17.9	9.8	-3.9
CC(=O)Nc1ccc(C(=O)N(C)C(C(=O)Nc2ccc(C)cc2)c2ccccn2)cc1 (configuration not stated)	0.4	-2.6	-8.3	-7.4	1.0	10.6	5.4	-23.7	-2.5
Cc1cc2cc(C=O)c(Cl)nc2cc1C	2.0	4.4	5.2	-6.0	2.9	-19.7	64.2*	16.6	0.2
C=CCOc1ccc(CNc2ccc3[nH]c(=O)[nH]c3c2)cc1	-15.9	3.3	-5.8	-3.2	1.7	-29.4	2.2	15.5	-2.9
Cc1ccc(NS(=O)(=O)c2cccc(C(=O)n3ncc(C#N)c3N)c2)c(C)c1	5.9	-9.1	4.7	-0.8	0.6	11.3	19.1	14.3	-0.5
O=C(CCC1CCCCC1)NCc1ccc(F)cc1	-12.9	-1.8	10.1	2.5	3.4	4.7	7.3	20.9	-0.8
Cc1ccc(S(=O)(=O)c2ccc(Oc3cccc(C)c3)cc2)cc1	14.2	-5.9	20.4	-1.3	1.6	-3.3	21.8	-16.4	-4.2
O=[N+]([O-])c1ccc(O)c(C=Nc2ccc3nc(-c4ccccc4)[nH]c3c2)c1	3.8	1.6	10.3	6.7	5.5	1.6	27.8	-70.0	2.7
CCn1c(SCC(=O)Nc2ccc(S(N)(=O)=O)cc2)nnc1-c1cccc(OC)c1	3.3	-7.1	3.7	0.4	0.4	8.0	12.8	14.1	-0.8
CC(C)[C@H](NC(=O)c1ccccc1)C(=O)OCC(=O)c1ccc(S(=O)(=O)N2CCCCC2)cc1	43.6*	-24.7	54.2*	18.9	1.1	47.1*	4.8	8.7	2.4
COC(=O)c1ccc(C(C(=O)NC2CCCCC2)N(CCc2ccccc2)C(=O)Cc2cccs2)cc1 (configuration not stated)	6.5	1.7	9.1	6.8	5.4	1.5	-4.6	39.2	9.4
O=C(COC(=O)COc1ccc(Br)cc1)NCCC1=CCCCC1	1.0	0.9	7.8	-5.1	3.4	4.3	6.9	42.3	-0.6
NS(=O)(=O)c1ccc(NC(=S)N2CCc3ccccc32)cc1	-4.6	0.5	10.7	-1.6	1.4	2.9	-7.3	21.1	-3.7
Nc1cc(=O)[nH]c(SCC(=O)Nc2ccccc2-c2ccccc2)n1	-1.8	-0.6	-0.9	-9.0	-0.3	-4.7	9.9	11.7	-2.2
Cc1cc(C(=O)NCCc2ccc(Cl)cc2)no1	-7.0	4.7	-3.8	1.2	0.9	-6.7	-7.9	5.3	-0.2
Cc1nnc(SCc2nnc(-c3ccccc3)o2)n(N)c1=O	2.3	5.8	6.5	2.8	2.4	-8.4	15.1	-5.6	-1.7
CC1Cc2ccccc2N1C(=O)c1ccc(N2CCCC2)c([N+](=O)[O-])c1 (configuration not stated)	4.7	0.4	9.0	-7.0	2.5	13.7	-1.9	11.9	-2.4
Cc1cc(OC(C)C(=O)NCc2cccnc2)c2c(C)c(C)c(=O)oc2c1 (configuration not stated)	0.8	-2.5	-6.4	-5.4	-1.4	-1.6	-6.3	26.1	-2.2
CCN(CC)c1ccc(NC(=O)COc2ccccc2C)cc1S(=O)(=O)Nc1ccccc1OC	2.8	-2.8	10.9	25.2	1.6	-7.4	21.0	14.8	-0.7

Screens from PubChem BioAssay.
